Source: PubChem (National Center for Advancing Translational Sciences (NCATS))
EPAC2 ag – EPAC2 (human) agonism. AID 720711. Potency, µM (top dose mostly 154 µM), without a hit: at the highest dose activation, most hits filed as activators. 0.079% of 360,000 active. Q8WZA2. EPAC2 activation, biochemical qHTS; response scale: 100% = 6.5 mM cAMP response; further: potency means the concentration at half of the fitted maximal effect; nearly all actives have a fitted effect of over 50% in size
Target sequence (Q8WZA2 whole entry, looked up): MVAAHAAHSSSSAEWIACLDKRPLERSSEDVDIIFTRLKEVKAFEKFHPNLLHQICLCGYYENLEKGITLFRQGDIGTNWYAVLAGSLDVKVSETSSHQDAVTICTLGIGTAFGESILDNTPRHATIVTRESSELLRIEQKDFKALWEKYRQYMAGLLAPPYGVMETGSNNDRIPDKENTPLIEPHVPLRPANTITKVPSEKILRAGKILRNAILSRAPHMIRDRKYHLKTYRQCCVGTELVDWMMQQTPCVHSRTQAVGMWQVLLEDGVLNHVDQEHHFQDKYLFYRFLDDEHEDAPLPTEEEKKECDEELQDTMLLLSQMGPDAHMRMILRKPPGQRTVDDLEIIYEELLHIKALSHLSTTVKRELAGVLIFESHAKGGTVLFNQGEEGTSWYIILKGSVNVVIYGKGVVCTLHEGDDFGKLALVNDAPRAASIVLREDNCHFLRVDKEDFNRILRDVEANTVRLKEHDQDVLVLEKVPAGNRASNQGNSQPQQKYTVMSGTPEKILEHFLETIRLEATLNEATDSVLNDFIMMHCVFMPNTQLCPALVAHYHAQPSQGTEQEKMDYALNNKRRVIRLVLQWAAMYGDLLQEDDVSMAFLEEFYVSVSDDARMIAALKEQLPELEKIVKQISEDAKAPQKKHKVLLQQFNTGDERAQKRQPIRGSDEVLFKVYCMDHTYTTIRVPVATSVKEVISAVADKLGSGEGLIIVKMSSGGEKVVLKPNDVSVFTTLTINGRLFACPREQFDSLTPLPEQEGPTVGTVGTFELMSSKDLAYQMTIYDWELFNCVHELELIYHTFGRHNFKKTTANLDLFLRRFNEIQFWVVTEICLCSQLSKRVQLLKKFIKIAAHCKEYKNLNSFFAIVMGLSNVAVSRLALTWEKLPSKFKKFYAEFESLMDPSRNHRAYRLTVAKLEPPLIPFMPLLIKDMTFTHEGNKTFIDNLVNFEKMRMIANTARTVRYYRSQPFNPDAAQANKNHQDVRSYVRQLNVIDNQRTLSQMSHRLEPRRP
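Each well held 100 nM EPAC2, 250 nM RAP1B-BODIPY-GDP and 50 uM GDP. Fluorescence, read at 5-min intervals to 30 min, was referenced to a 6.5 mM cAMP positive control.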
HepG2 tox – counter-screen for TGF-b inhibitors: cytotoxicity in HepG2 cells; Potency, µM (series often up to 46.1 µM), inactives show at the highest dose activity change, negative = cytotoxicity, usual class: cytotoxic; 0.76% of 410,000 active; HepG2 CAGA-GFP viability, ATP luminescence, 18 h; AID 588856; further: potency means the concentration at half of the fitted maximal effect; some results filed as inactive show a strong effect at the top dose
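CellTiter-Glo luminescence gave cytotoxicity after 18 hours at 37 degrees C. The cells were HepG2 CAGA-GFP in 1% FBS DMEM, stimulated with 500 pg/mL TGF-beta after compound addition. %Activity was normalised to no-cell wells (complete cell-killing) and DMSO (no toxicity), and curves were fitted and classified.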
IL2 activator – activates IL-2 in a cell-based reporter assay. activation, % (series mostly up to about 46 µM). IL-2 activation reporter assay, cell-based qHTS; stimulated with anti-CD3/CD4/CD28 beads; in transgenic mouse T cells. 0.065% of 360,000 active; in the data active means activation above about 50%; inconclusive means mostly about 30% to 49%; further: 0% is about no effect
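First, unstimulated transgenic mouse T cells were exposed to compound for 60 min. Next, anti-CD3/anti-CD4-coated beads with anti-CD28 were added. Finally, after 18 h at 37 degrees C, EGFP and DsRed were imaged.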
A549 viability – kills or reduces viability of A549 cells in Nrf2 counter-screen | A549 ARE-Fluc cells, CellTiter-Fluor viability, 18-24 h | Potency, µM (top dose mostly 46 µM), for the others: at the top dose activity change, negative = cytotoxicity, usual class: inhibitors | 0.16% of 390,000 active | AID 504648; further: potency means the concentration at half of the fitted maximal effect; on the % scale 0 is the no-effect control and ±100 the full control effect
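A549 ARE_Fluc cells in 5% FBS OPTI-MEM were exposed to compounds in concentration-response for 18-24 h at 37 deg C. Viability was read by CellTiter-Fluor fluorescence (Ex 405/Em 525) after 30 min, before the luciferase read.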
Nrf2 activator – activators of Nrf2 (ARE) signaling; Potency, µM (series often up to 46.1 µM), for the others: top-dose activation, hits mostly activators; AID 624171; 0.31% of 410,000 active; AREc32 ARE-luciferase reporter (MCF7-derived line), luminescence, 24 h; further: potency means the concentration at half of the fitted maximal effect; % of control where 0% means no effect; nearly all actives have a fitted effect of over 65% in size
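AREc32_Fluc, 1000 cells/well, OPTI-MEM + 5% FBS, o/n 37 deg C 5% CO2; 23 nL cpd by pin tool, 24 hr; Steady-Glo 30 min RT, luminescence.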
ATXN2 expr inh – inhibitors of ATXN2 expression; HEK-293 ATXN2-luciferase reporter, luminescence, 24 h; Potency, µM (top dose mostly 57 µM), without a hit: top-dose activity change, negative = inhibition, hits mostly inhibitors; 0.72% of 360,000 active; further: potency means the concentration at half of the fitted maximal effect; on the % scale 0 is the no-effect control and ±100 the full control effect; nearly all actives have a fitted effect of over 55% in size
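qHTS (up to 57 uM final) was run with 24 h compound exposure of reporter cells at 37 °C. Each well was multiplexed: SteadyGlo luminescence measured ATXN2-luciferase expression after a fluorogenic Gly-Phe-AFC viability readout (25 uM final).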
Nrf2 inh – inhibitors of Nrf2 signaling; 2.1% of 360,000 active; Potency, µM (series often up to 46 µM), without a hit: top-dose activity change, negative = inhibition, most hits filed as inhibitors; A549 ARE-Fluc reporter, luciferase luminescence, 18-24 h; further: potency means the concentration at half of the fitted maximal effect; on the % scale 0 is the no-effect control and ±100 the full control effect; nearly all actives have a fitted effect of over 60% in size
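Reporter: ARE-Fluc in A549. Exposure: 18-24 h, 37 °C, 5% CO2, 5% FBS OPTI-MEM. Readouts: fluorescent cytotoxicity (CellTiter-Fluor), then luminescent Nrf2 signal after BugLite.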
TGFb inhibitor – blocks TGF-b signaling. HepG2 CAGA-GFP TGF-b/SMAD3 reporter, GFP fluorescence, 18 h; TGF-beta stimulated, 500 pg/mL final. Potency, µM (series often up to 46.1 µM), for the others: at the top dose activity, negative = inhibition, most hits filed as inhibitors. 1.2% of 410,000 active. AID 588855; further: potency means the concentration at half of the fitted maximal effect; on the % scale 0 is the no-effect control and ±100 the full control effect; nearly all actives have a fitted effect of over 65% in size
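Read-out: total well GFP (ex488/em500-530) summed from mean per-cell fluorescence. Cells: HEPG2 CAGA-GFP, 1% FBS DMEM, 18 h at 37 degrees C with 500 pg/mL final TGF-beta. Unstimulated wells served as the full-inhibition control; stimulated DMSO wells = 0%.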
S2 tox – reduces viability in counter-screen for ATXN expression inhibitors. S2 cells (HEK-293 line with an ATXN2-luciferase reporter) viability, CellTiter-Fluor protease fluorescence, 24 h. 0.49% of 400,000 active. AID 651635. Potency, µM (highest dose often 56.7 µM), hits mostly cytotoxic; further: potency means the concentration at half of the fitted maximal effect; nearly all actives have a fitted effect of over 40% in size
* = called active by the depositor; i = inactive; ? = inconclusive; · = not tested or not shown; & = joins results of further samples; [ ] = remark or other dose. Unless noted, the call rests on the fitted dose curve; in most records, active means well fitted curve in the direction sought with a large enough effect; inconclusive means small, poorly fitted or top-dose-only effect, or another doubt; inactive means no such curve, though single readings can be large; an effect the other way counts as inactive or inconclusive. Random draw from the library. About 4.3% of those tested had a hit in this group.

no.	Molecule	EPAC2 ag	HepG2 tox	IL2 activator	A549 viability	Nrf2 activator
1	CCOc1ccc(S(=O)(=O)N2CCOCC2)cc1NC(=O)CSCc1c(C)noc1C	-2.8%	3.8%	-0.3	-7.3%	-0.1%
2	COc1cccc(NC(=O)Cc2nnc(SCC(=O)NC(C)c3ccccc3)n2C)c1 (configuration not stated)	-2.6%	-0.6%	-1.3	?	-0.3%
3	Cc1c(C(=O)OCC(=O)NC(=O)NC2CCCCC2)cccc1[N+](=O)[O-]	-7.2%	-10.5%	1.2	-3.6%	3.1%
4	O=C(O)/C=C/C(=O)Nc1cc(F)ccc1F	6.0%	15.0%	-0.2	0.0%	-0.9%
5	COc1ccc(NC(=O)CCN2CCN(S(=O)(=O)c3ccc(Br)cc3)CC2)cc1	-3.8%	-44.8%	1.5	-12.8%	-0.2%
6	Cc1ccc(NC(=O)Cn2cc3c(n2)CCCC3)cc1Cl	·	-0.2%	·	1.3%	0.6%
7	CC(NC(=O)/C(C#N)=C1\N=C(NC(=O)c2cccs2)c2ccccc21)c1ccccc1 (configuration not stated)	-10.2%	10.2%	-0.9	-10.5%	0.4%
8	CCCC(=O)N1CCCC1(C)C(=O)Nc1ccc2c(c1)CCN2C(C)=O (configuration not stated)	9.1%	8.3%	0.2	·	-0.3%
9	CC1(c2ccccc2)NC(=O)N(CC(=O)NCc2cccc(Cl)c2)C1=O (configuration not stated)	13.7%	-36.9%	-0.1	10.9%	2.1%
10	Cc1cc(NC(=O)CSc2nc3c(c(=O)n2Cc2ccccc2)SC(C)C3)no1 (configuration not stated)	19.8%	3.2%	-2.8	5.0%	3.3%
11	C=C1C(=O)OC2C=C(CO)CCC=C(CO)CC(OC(=O)C(C)C)C12 (configuration not stated)	0.8%	-87.9%	-4.8	-2.4%	-2.0%
12	CC(Sc1ccc(S(=O)(=O)N2CCN(C)CC2)cn1)C(=O)NC1CCCCC1 (configuration not stated)	11.4%	2.7%	0.3	-1.1%	-0.3%
13	CC(CCc1ccccc1)NC(=O)Cn1c(=O)nc(-c2ccccc2F)c2cc(Cl)ccc21 (configuration not stated)	·	-4.2%	·	?	-0.8%
14	CCN(CC)CCCN(C(=O)c1ccco1)c1nc(-c2ccc(Cl)cc2)cs1	-3.5%	-65.5%	-3.6	-17.6%	0.1%
15	COc1ccc(CN2Cc3cccc4c3[C@@H](CC2=O)[C@H](O)[C@H](O)C4)cc1	1.3%	-2.5%&33.0%	-0.3	0.1%	0.7%

no.	ATXN2 expr inh	Nrf2 inh	TGFb inhibitor	S2 tox
1	-2.7%	5.1%	13.2%	i
2	1.7%	?	0.6%	i
3	-12.4%	?	1.0%	i
4	-6.6%	13.3%	1.1%	i
5	·	?	?	i
6	-4.1%	5.9%	-6.9%	i
7	2.9%	-29.0%	?	i
8	4.1%	·	24.3%	i
9	36.2%	-14.9%	-17.1%	·
10	2.3%	22.3%	-8.4%	i
11	?	10.4%	15.8µM*	?
12	4.0%	-10.1%	-9.1%	i
13	·	·	-0.9%	·
14	0.0%	-5.2%	?	i
15	8.4%	9.0%	-39.6%&44.1%	i

A second format for part of the listing above:
cpd | structure | EPAC2 ag | HepG2 tox | IL2 activator | A549 viability | Nrf2 activator | ATXN2 expr inh | Nrf2 inh | TGFb inhibitor | S2 tox
5 | COc1ccc(NC(=O)CCN2CCN(S(=O)(=O)c3ccc(Br)cc3)CC2)cc1 | -3.8% | -44.8% | 1.5 | -12.8% | -0.2% | · | ? | ? | i
6 | Cc1ccc(NC(=O)Cn2cc3c(n2)CCCC3)cc1Cl | · | -0.2% | · | 1.3% | 0.6% | -4.1% | 5.9% | -6.9% | i
7 | CC(NC(=O)/C(C#N)=C1\N=C(NC(=O)c2cccs2)c2ccccc21)c1ccccc1 (configuration not stated) | -10.2% | 10.2% | -0.9 | -10.5% | 0.4% | 2.9% | -29.0% | ? | i

Further entries:
no.	Molecule	EPAC2 ag	HepG2 tox	IL2 activator	A549 viability	Nrf2 activator
16	Cc1cc(C(=O)COC(=O)c2cccnc2Cl)c(C)n1-c1c(C)n(C)n(-c2ccccc2)c1=O	11.4%	2.5%	-1.9	3.7%	1.6%
17	O=C(Cc1ccccc1)NCCSCc1ccc(Cl)cc1	6.3%	-3.1%	-0.1	8.4%	0.2%
18	Cc1ccc(C(=O)/C=C/c2cn(CC(O)CN3CCc4ccccc43)c3ccccc23)cc1 (configuration not stated)	·	-10.0%	·	?	1.5%
19	CC(C(=O)N1CCOCC1)n1cc([N+](=O)[O-])cn1 (configuration not stated)	7.8%	4.3%	0.4	2.9%	0.2%
20	CCOc1cc(/C=N\NC(=O)c2ccc(NC(=O)C(C)(C)C)cc2)ccc1OC(=O)c1ccc(OC)cc1	-2.2%	0.7%	-3.2	0.6%	-0.1%
21	O=C(Nn1cnnc1)c1ccc(F)c(S(=O)(=O)N2CCCCC2)c1	5.5%	-3.0%	-0.3	-7.9%	-1.0%
22	Cc1c(-c2nnc(SCC(=O)Nc3ccc(Br)cc3)o2)nnn1-c1ccc(F)cc1	·	-3.5%	·	7.0%	-0.2%
23	CCOC(=O)C(C#N)=CN1CCNc2ccccc21	1.3%	-1.7%	0.5	0.6%	0.4%
24	CCOc1ccc(NC(=S)NC(=O)/C=C/c2ccc(Br)cc2)c([N+](=O)[O-])c1	1.5%	-1.0%	-3.7	?	2.5%
25	Cc1ccc2sc(N(CCCN(C)C)C(=O)CN3C(=O)c4ccccc4C3=O)nc2c1C	21.1%	-82.0%	-2.0	3.4%	6.9%
26	Fc1ccc(OCCn2cnc(Cl)c2Cl)cc1	5.8%	-4.4%	-0.7	8.8%	4.7%
27	C=CCSc1nnc2c(n1)OC(C)=Nc1ccc(Br)cc1-2	8.7%	-10.8%	3.1	5.9%	19.6%
28	Cc1ccc(-c2nn(C)c(=O)c3ccccc23)cc1CNC(=O)NC1CCCCC1	-8.1%	18.6%	0.3	-1.1%	3.5%
29	COc1cc(OC)cc(-c2cc3ccc(OC)cc3cn2)c1	13.5%	-86.0%	-0.5	1.8%	12.3%
30	COc1ccc(-c2cn3nc(SCC(=O)Nc4cccc(C)c4C)ccc3n2)cc1	·	-2.4%	·	4.5%	-0.3%

no.	ATXN2 expr inh	Nrf2 inh	TGFb inhibitor	S2 tox
16	4.2%	15.5%	2.3%	i
17	-3.9%	-0.2%	3.8%	i
18	-4.3%	4.5%	?	?
19	-15.8%	25.9%	13.6%	i
20	-11.2%	-2.3%	-1.3%	i
21	-7.3%	8.5%	5.5%	?
22	-6.2%	·	1.1%	i
23	15.1%	-23.1%	6.5%	i
24	1.3%	?	-8.9%	i
25	?	-8.5%	?	?
26	·	11.3%	-23.7%	i
27	·	1.6%	15.2%	i
28	6.8%	-14.3%	-10.9%	i
29	33.2%[activator]	?	?	?
30	43.9%[activator]	·	3.6%	i

New compounds follow.
no.	Molecule	EPAC2 ag	HepG2 tox	IL2 activator	A549 viability	Nrf2 activator
31	O=C(NC1CCCc2c1cnn2-c1cc(F)cc(F)c1)c1ccncc1 (configuration not stated)	6.3%	-6.5%	-0.9	8.1%	-1.0%
32	CC(=O)C(CC(=O)N1CCCc2ccccc21)C(=O)Nc1ccc(F)cc1 (configuration not stated)	-0.1%	-18.3%	1.0	-7.5%	-0.7%
33	CCCN1CCN(c2cc3c(cc2F)c(=O)c(S(=O)(=O)c2ccc(CC)cc2)cn3CC)CC1	·	-45.1%	·	?	5.5%
34	Fc1ccc(N2CCN(c3nc(CN4CCOCC4)nc4scc(-c5ccccc5)c34)CC2)cc1	?	-19.1%	-3.9	-17.9%	-0.4%
35	COc1ccc(-c2csc(NC(=O)Cc3ccccc3)n2)cc1OC	3.0%	-2.9%	0.8	-9.3%	-0.6%
36	O=C1NC[C@@H](CCCCN2C[C@H](Cc3ccccc3)N(CC3CCCCC3)C(=O)C2=O)N(CC2CCCCC2)C1=O	-1.4%	·	-0.2	·	0.4%
37	Cc1ccc(S(=O)(=O)N2CCN(c3ncnc4scc(-c5ccccc5)c34)CC2)cc1	4.7%	3.5%	3.6	-15.5%	0.8%
38	CCOC(=O)[C@]12CCC=C1N(Cc1ccc(Cl)cc1Cl)C(=O)[C@H](CC(=O)NCc1cccc3ccccc13)C2	2.7%	·	-0.6	·	-0.7%
39	CCc1ccc(NC(=O)C(NS(=O)(=O)c2cccs2)C(C)C)cc1 (configuration not stated)	·	-9.6%	·	1.6%	-0.8%
40	Cc1ccc(SC(C)C(=O)NCc2ccncc2)cc1 (configuration not stated)	4.9%	-28.2%	0.7	0.7%	-1.0%

no.	ATXN2 expr inh	Nrf2 inh	TGFb inhibitor	S2 tox
31	-4.5%	-4.8%	4.0%	i
32	-7.2%	12.7%	-0.6%	i
33	·	?	?	·
34	·	?	?	?
35	·	2.59µM*	7.8%	i
36	-7.9%	·	·	14.1µM*
37	-11.5%	?	-25.0%	i
38	2.9%	·	·	i
39	-1.8%	-9.7%	?	i
40	4.8%	1.6%	?	i
